FLuc modulator: inhibits or activates purified firefly luciferase, miR-21 counter-screen; 360,000 tested, 6.9% active; Potency, µM (titrated, usually from 57.5 µM), for inactives: top-dose activity change, negative = inhibition, most hits filed as inhibitors; purified FLuc, Km substrates, luminescence inhibition; P08659;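 also: potency is read from the fitted curve at half-maximal effect; plate controls were vehicle for no effect and reference inhibitor for full effect; nearly all actives have a fitted effect of over 55% in size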
Target sequence (P08659 whole entry, looked up): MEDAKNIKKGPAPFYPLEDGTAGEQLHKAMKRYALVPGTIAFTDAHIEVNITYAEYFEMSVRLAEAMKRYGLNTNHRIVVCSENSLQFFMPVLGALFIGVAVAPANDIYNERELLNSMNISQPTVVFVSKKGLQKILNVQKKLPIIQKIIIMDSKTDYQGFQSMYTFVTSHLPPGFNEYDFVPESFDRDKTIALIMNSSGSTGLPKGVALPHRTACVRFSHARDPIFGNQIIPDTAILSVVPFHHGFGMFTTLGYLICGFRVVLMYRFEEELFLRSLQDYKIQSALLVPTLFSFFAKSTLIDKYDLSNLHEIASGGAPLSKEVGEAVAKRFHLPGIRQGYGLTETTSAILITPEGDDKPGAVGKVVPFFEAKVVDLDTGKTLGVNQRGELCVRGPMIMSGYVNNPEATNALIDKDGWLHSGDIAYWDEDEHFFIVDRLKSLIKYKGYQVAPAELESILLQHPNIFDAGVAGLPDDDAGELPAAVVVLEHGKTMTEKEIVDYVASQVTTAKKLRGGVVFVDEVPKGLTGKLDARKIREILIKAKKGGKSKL
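Purified P. pyralis luciferase (10nM final) with 10uM D-luciferin and 10uM ATP (Km levels) in 50mM Tris acetate pH 7.5, 10mM Mg acetate, 0.01% Tween-20, 0.05% BSA; qHTS 6-point titration, ~60 µM downward; luminescence read.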
Menin-MLL TR inh: displaces Texas Red mutant MLL peptide from human menin | Menin + Texas Red MLL mutant peptide, fluorescence polarization | Potency, µM (series often up to 61.6 µM), for inactives: at the highest dose FP activity change, negative = inhibition, hits mostly inhibitors | 270,000 tested, 0.23% active | AID 1768; active = well fitted inhibition curve with a large enough effect in the polarisation, with a control signal flat, not every such curve was filed as active; inconclusive = small, poorly fitted or top-dose-only effect, or effect the other way, or a change in a side signal; inactive = no such curve, though single readings can be large or run the other way; the % refers to the polarisation; also: potency is read from the fitted curve at half-maximal effect; % of control where 0% means no effect; many of its hits are not listed in these tables
NPC1 promoter act: NPC1 promoter activation; Potency, µM (series often up to 9.22 µM), for the others: at the top dose activation, usual class: activators; Huh7 NPC1 promoter luciferase reporter, 24 h; AID 485313; 320,000 tested, 2.4% active;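 also: potency is read from the fitted curve at half-maximal effect; % of control where 0% means no effect; nearly all actives have a fitted effect of over 60% in size; reporter is driven by a mutant NPC1 promoter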
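NPC1 promoter–luciferase Huh7 cells; 24 h compound; luminescence.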
Giardia kill: kills Giardia lamblia. Giardia lamblia trophozoite viability. activity change, % at 7.66 µM, hits read low. 340,000 tested, 0.15% active. AID 540267; in the data active = activity change below about -80%; inconclusive = between about -30% and that limit;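 also: parasites exposed to compound for two days anaerobically before the ATP read; % is scaled to controls: 0 for no effect and ±100 for the full control effect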
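Viability, read as ATP luminescence: trophozoites at 100 cells/well, compound added, 48 hrs anaerobic at 37 deg C, then 15-30 min room-temperature development before reading.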
ELG1 genotoxic: inducers of genotoxicity in HEK293T ELG1-luciferase cells; HEK293T ELG1-luciferase reporter, luminescence, 16 h; Potency, µM (doses to about 46 µM), for inactives: at the highest dose activity change, positive = activation, most hits filed as activators; 330,000 tested, 1.3% active; AID 504466; also: potency is read from the fitted curve at half-maximal effect; % of control where 0% means no effect; nearly all actives have a fitted effect of over 60% in size
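Genotoxic stress is detected as increased luminescence from luciferase-tagged ELG1 in HEK293T cells, measured with ONE-Glo after a 16 hr treatment at 37 °C.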
Rab9 promoter act: activators of Rab9 promoter; Huh7 Rab9 promoter-luciferase reporter, luminescence, 24 h; Potency, µM (highest dose often 9.22 µM), without a hit: at the highest dose activation, negative = inhibition, hits mostly activators; 320,000 tested, 2.8% active; AID 485297; also: potency is read from the fitted curve at half-maximal effect; % of control where 0% means no effect; nearly all actives have a fitted effect of over 60% in size
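Huh7 reporter line, Rab9 promoter upstream of luciferase. Compound exposure 24 h at 37 °C in reduced-serum medium with 10% FBS. Read-out: luminescence.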
RORg inh: inhibitors of mouse ROR gamma transcriptional activity; Potency, µM (highest dose often 53.6 µM), inactives show at the top dose activity change, negative = inhibition, most hits filed as inhibitors; 310,000 tested, 5.4% active; Drosophila S2 Gal4-RORgamma UAS-luciferase reporter, 20 h; also: potency is read from the fitted curve at half-maximal effect; % is scaled to controls: 0 for no effect and ±100 for the full control effect; nearly all actives have a fitted effect of over 60% in size
Target sequence (P51450 whole entry, looked up, the tested form may be a part): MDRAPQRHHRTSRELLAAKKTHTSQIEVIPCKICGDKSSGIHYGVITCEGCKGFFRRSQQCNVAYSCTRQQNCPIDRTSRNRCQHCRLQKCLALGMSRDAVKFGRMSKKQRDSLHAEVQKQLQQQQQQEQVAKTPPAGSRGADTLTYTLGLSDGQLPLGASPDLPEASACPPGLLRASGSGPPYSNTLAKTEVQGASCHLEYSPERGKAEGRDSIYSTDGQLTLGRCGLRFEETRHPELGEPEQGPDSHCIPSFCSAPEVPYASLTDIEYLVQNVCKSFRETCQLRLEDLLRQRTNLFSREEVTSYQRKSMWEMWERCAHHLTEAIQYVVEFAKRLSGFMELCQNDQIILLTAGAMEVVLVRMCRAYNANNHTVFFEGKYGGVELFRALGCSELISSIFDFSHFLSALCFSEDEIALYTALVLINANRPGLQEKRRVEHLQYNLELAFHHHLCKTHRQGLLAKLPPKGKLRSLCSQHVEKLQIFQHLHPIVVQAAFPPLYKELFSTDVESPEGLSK
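Drosophila Schneider cells stably carrying a metallothionein-driven Gal4 DBD–ROR gamma fusion and a UAS-Photinus luciferase reporter were exposed to compound for 1 hr, then induced with copper sulfate (700 uM final) for 20 hr at ambient temperature before luminescence reading.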
p53 reactivation: restores transcriptional activity of mutant p53; AID 504706; Potency, µM (titrated, usually from 92.2 µM), for inactives: at the top dose activity change, positive = activation, hits mostly activators; H1299 p53-A138V BP100-luciferase reporter, luminescence, 24 h; 320,000 tested, 0.063% active; also: potency is read from the fitted curve at half-maximal effect; % of control where 0% means no effect; nearly all actives have a fitted effect of over 45% in size
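p53-null H1299 cells stably carrying temperature-sensitive p53-A138V and a BP100-luciferase reporter were pinned with compounds (4-point, 1:5 series) and held 24 hrs at 37 deg C. Luminescence was read 10 min after detection reagent.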
Gal4-VP16 FLuc: inhibits Gal4-VP16 luciferase reporter, ROR gamma counter-screen; Drosophila S2 Gal4-VP16 UAS-luciferase, luminescence, 20 h; Potency, µM (doses to about 53.6 µM), inactives show top-dose activity, negative = inhibition, hits mostly inhibitors; 310,000 tested, 3.5% active; AID 2546;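 also: Gal4-VP16 expression switched on by copper sulfate through the metallothionein promoter; potency is read from the fitted curve at half-maximal effect; % is scaled to controls: 0 for no effect and ±100 for the full control effect; nearly all actives have a fitted effect of over 50% in size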
PKM2 act: PKM2 (human) enzyme activation; P14618; purified PKM2, Kinase-Glo ATP luminescence, activation; response scale: 0% is enzyme alone, no compound; AID 1631; Potency, µM (doses to about 57.5 µM), for inactives: at the highest dose activation, usual class: activators; 260,000 tested, 0.34% active; also: potency is read from the fitted curve at half-maximal effect; % is scaled to controls: 0 for no effect and ±100 for the full control effect; nearly all actives have a fitted effect of over 55% in size
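Purified hPK-M2 (>95% pure) converted ADP (0.1 mM final) to ATP with 0.5 mM PEP in 50 mM imidazole pH7.2, KCl, MgCl2, Tween 20, BSA; 1 h at room temperature. ATP detected by Kinase-Glo luminescence.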
BRCA1 expr act: activators of BRCA1 expression; AID 624202; Potency, µM (top dose mostly 46.1 µM), for inactives: at the top dose activation, actives largely listed as activators; 380,000 tested, 1.1% active; MCF7-BRCA1-FFLuc reporter, luminescence, 48 h; response scale: scaled: vehicle 0%, 10 µM genistein 100%; also: potency is read from the fitted curve at half-maximal effect; nearly all actives have a fitted effect of over 80% in size; some results filed as inactive show a strong effect at the top dose
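Activators of BRCA1 expression were detected as increased firefly luciferase luminescence in engineered MCF7 cells after 48 h compound incubation. Signals were scaled to genistein 10 microM as full activation.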
Active calls of the source: *; u = inconclusive; x = no result given; [ ] = another dose, or the depositor's remark. Unless noted, calls follow the shape of the dose curve; as a rule, active = well fitted curve in the direction sought with a large enough effect; inconclusive = small, poorly fitted or top-dose-only effect, or another doubt; inactive = no such curve, though single readings can be large; an effect the other way counts as inactive or inconclusive.

SMILES	FLuc modulator	Menin-MLL TR inh	NPC1 promoter act	Giardia kill	ELG1 genotoxic	Rab9 promoter act	RORg inh	p53 reactivation	Gal4-VP16 FLuc	PKM2 act	BRCA1 expr act
O=c1[nH]c(=O)n(-c2ccccc2)c(O)c1N=Nc1ccc(Br)cc1	-13%	u	6%	-11	4%	10%	-3%	3%	-27%	-8%	-30%
Cc1ccc(-c2cc(-c3ccc(C)cc3)[n+](-c3ccc(C(=O)O)cc3)c(-c3ccc(C)cc3)c2)cc1	6%	x	-1%	12	-2%	-1%	x	7%	x	x	9%
Cc1ccc(C2CC(=O)C(C=NCCN3CCN(C(=O)Cc4ccccc4)CC3)=C(O)C2)cc1 (stereo not drawn)	0%	-19%	-1%	3	-3%	3%	2%	1%	-2%	-4%	-3%
Cc1ccc(OCC(=O)N2CCN(CC3CC4C=CC3C4)CC2)cc1 (stereo not drawn)	-1%	-4%	-2%	9	-1%	-4%	8%	0%	-2%	u	-19%
O=C(CCn1nc(-c2ccc(Cl)cc2)ccc1=O)N1CCC2(CC1)OCCO2	-7%	0%	-2%	-14	0%	0%	-22%	1%	3%	-7%	0%
COc1ccc(C(CNC(=O)c2ccc3c(c2)CCC3)N(C)C)cc1 (stereo not drawn)	4%	-19%	4%	0	1%	0%	0%	7%	19%	-1%	-6%
O=c1[nH]c(=S)[nH]c(O)c1N=Nc1ccc(S(=O)(=O)N2CCOCC2)cc1	-16%	x	-4%	4	3%	3%	11%	-3%	8%	u	-60%
Cc1c(N=Cc2c(O)n(Cc3ccco3)c(=O)[nH]c2=O)c(=O)n(-c2ccccc2)n1C	7%	-5%	-1%	-6	-1%	-11%	-3%	-9%	-10%	1%	-18%
CC(=O)N(C1=NCCCS1)c1ccc(Cl)cc1	0%	11%	-2%	37[activator]	1%	-5%	0%	-1%	-24%	8%	-6%
O=C1Nc2ccc(Br)cc2C(c2ccccc2Cl)=NC1O (stereo not drawn)	2%	2%	-6%	-6	-8%	-1%	-1%	-3%	-1%	4%	-18%
CC(C)NP(=O)(NC(C)C)OP(=O)(NC(C)C)NC(C)C	8%	8%	3%[46.1 µM]	10	4%	-1%[46.1 µM]	x	-1%	x	x	23%
N#CCSc1nnc(-c2ccc3c(c2)OCO3)o1	u	4%	15%	-17	12%	25%	-13%	3%	7%	-11%	54%
CCOCCCN=Cc1c(O)n(Cc2ccccc2)c(=O)[nH]c1=O	3%	2%	-5%	31[activator]	2%	-1%	-16%	0%	-5%	0%	-19%
O=c1[nH]c(=S)n(Cc2ccco2)c(O)c1C=NCc1cccs1	-11%	11%	1%	27	-7%	-1%	-2%	-2%	-3%	-1%	-17%
CN1C(=O)NC(=O)C2(Cc3ccccc3N3CCOCC32)C1=O (stereo not drawn)	0%	4%	-7%	-3	1%	-7%	2%	1%	-5%	0%	-8%
O=C(c1cc2nc(-c3ccccc3)cc(-c3ccccc3)n2n1)N1CCC2(CC1)OCCO2	1%	30%	-10%	2	-16%	-8%	-9%	-27%	-27%	2%	-48%
Cc1cc(OCC(=O)N2CCC(C(=O)O)(c3ccccc3)CC2)c2c(C)cc(=O)oc2c1	-1%	3%	-2%	3	5%	-1%	-8%	x	-3%	0%	10%
COC(=O)CSC1=NN1c1cc(C)nc(N)n1	2%	4%	1%	-27	-1%	3%	5%	1%	-5%	-8%	0%
Cc1cccc(CNCCc2ccccc2)n1	0%	3%	2%	18	-1%	-2%	-29%	3%	23%	-1%	1%
CN(C(=O)Oc1ccc(C(=O)c2ccc(Cl)cc2)cc1)c1ccccc1	-2%	-3%	-2%	-14	-5%	-10%	8%[10 µM]	8%	-4%	0%	-18%

Record cards (already shown). Screens in order: FLuc modulator | Menin-MLL TR inh | NPC1 promoter act | Giardia kill | ELG1 genotoxic | Rab9 promoter act | RORg inh | p53 reactivation | Gal4-VP16 FLuc | PKM2 act | BRCA1 expr act
Record of `CN1C(=O)NC(=O)C2(Cc3ccccc3N3CCOCC32)C1=O` (stereo not drawn) = 0% | 4% | -7% | -3 | 1% | -7% | 2% | 1% | -5% | 0% | -8%
Record of `COC(=O)CSC1=NN1c1cc(C)nc(N)n1` = 2% | 4% | 1% | -27 | -1% | 3% | 5% | 1% | -5% | -8% | 0%

Further entries follow:
SMILES	FLuc modulator	Menin-MLL TR inh	NPC1 promoter act	Giardia kill	ELG1 genotoxic	Rab9 promoter act	RORg inh	p53 reactivation	Gal4-VP16 FLuc	PKM2 act	BRCA1 expr act
O=C(Cc1ccccc1)Oc1cccc(N2C(=O)CCC2=O)c1	1%	-2%	11%	-29	-5%	6%	-4%	3%	0%	-3%	1%
Cc1cccc(CS(=O)(=O)Cc2ccc(C(=O)N3CCC4(CC3)OCCO4)o2)c1	0%	-23%	1%	7	2%	0%	21%	0%	-1%	4%	-20%
COc1ccc2[nH]c3c(c2c1)CCNC3C (stereo not drawn)	-1%	21%	3%	-18	-1%	1%	-19%	u	4%	-3%	-13%
O=c1[nH]c(=O)n(Cc2ccc(F)cc2)c(O)c1C=NCCCN1CCOCC1	-2%	3%	0%	-3	3%	-1%	-3%	0%	5%	4%	7%
CC12CN3CC(C)(CN(C1)C3c1cccnc1)C2=O (stereo not drawn)	-2%	7%	-3%	3	-1%	-35%[inhibitor]	13%	-1%	6%	-8%	-16%
Cc1ccc(C(C)C)c(OCC#CCN2CCCC2)c1	0%	-11%	-3%	-10	-5%	3%	-25%	14%	-4%	1%	-6%
CCCCn1c(O)c(C(C)=NCCCn2ccnc2)c(=O)[nH]c1=O	1%	0%	0%	-10	1%	-2%	1%	0%	-1%	0%	-1%
O=C1CN=C(c2ccc[nH]2)c2cc(Cl)ccc2N1	-1%	u	-7%	10	-19%	-10%	-25%	-2%	1%	-3%	-7%
Cc1cc(/C=C2/C(=O)NC(=O)N(c3ccc(Br)cc3)C2=O)c(C)n1C	-2%	x	1%	6	4%	-33%[inhibitor]	5%	-2%	-7%	1%	-21%
O=C(COc1ccc(Cl)cc1Cl)N1CCN(C/C=C/c2ccccc2)CC1	2%	u	0%	-14	-1%	4%	40%	-3%	-7%	-11%	-32%

The last 2 compounds of the part before lead into the next:
SMILES	FLuc modulator	Menin-MLL TR inh	NPC1 promoter act	Giardia kill	ELG1 genotoxic	Rab9 promoter act	RORg inh	p53 reactivation	Gal4-VP16 FLuc	PKM2 act	BRCA1 expr act
Cc1cc(/C=C2/C(=O)NC(=O)N(c3ccc(Br)cc3)C2=O)c(C)n1C	-2%	x	1%	6	4%	-33%[inhibitor]	5%	-2%	-7%	1%	-21%
O=C(COc1ccc(Cl)cc1Cl)N1CCN(C/C=C/c2ccccc2)CC1	2%	u	0%	-14	-1%	4%	40%	-3%	-7%	-11%	-32%
c1ccc2c(N3CCNCC3)nsc2c1	4%	-14%	5%	4	-5%	-1%	0%	-11%	-9%	5%	-77%
COc1cc(/C=C/c2cccc[n+]2C)ccc1OCC(=O)Nc1ccccc1C	-2%	u	0%	14	-8%	-1%	-8%	-2%	-8%	-1%	18%
O=c1[nH]c(=S)[nH]c(O)c1CN1CCCCC1	4%	13%	-1%	20	2%	3%	-33%	8%	0%	3%	-9%
CCOC(=O)C1=C(N)Oc2cc(C)oc(=O)c2C12C(=O)N1c3c(cc(OC)cc32)C(C)=CC1(C)C (stereo not drawn)	0%	14%	-5%	-9	-6%	2%	-3%	-21%	-11%	17%	3%
CN(C(=O)Oc1ccc(C(C)(C)C)cc1)c1ccccc1	24µM*	u	20%	-2	u	u	-67%	-11%	u	1%	71%
COc1ccc(C2SCC(=O)Nc3c2c(C)nn3C2CCOC(C)(C)C2)cc1 (stereo not drawn)	2%	12%	3%	15	2%	6%	-22%	-5%	2%	3%	7%
COc1ccc(CC2(CCc3ccncc3)C(=O)NC(=O)NC2=O)cc1OC	-1%	-6%	-5%	17	0%	-8%	29%	-1%	-1%	0%	-14%
COc1ccccc1Cn1c(SCC#N)nc2cc(C(=O)N3CCC4(CC3)OCCO4)ccc2c1=O	5%	-1%	-2%	16	-14%	-9%	u	1%	-1%[10 µM]	0%	-17%
CCC(=NCCCN(C)C)c1c(O)n(-c2ccc(OC)cc2)c(=O)[nH]c1=O	4%	-3%	-2%	5	2%	-2%	-8%	-1%	-5%	-2%	3%
N=Cc1c(O)n(-c2ccccc2)c(=O)n(-c2ccccc2)c1=O	-2%	-2%	-1%	-18	-1%	-3%	-20%	1%	2%	1%	-3%
Cn1c(O)c(C=NCc2ccco2)c(=O)n(C)c1=O	-2%	0%	1%	-7	-1%	-3%	14%	-3%	1%	-3%	8%

Compound activity: PubChem BioAssay, National Center for Advancing Translational Sciences (NCATS)

A portion of the library. The share of hits here may be higher or lower than overall.
